Keap1-Nrf2 PPI: Keap1-Nrf2 (human) interaction inhibition; Q14145; Keap1 Kelch-Nrf2 peptide fluorescence polarization, 1536-well; inhibition, % at 9.4 µM; 340,000 compounds, 0.15% hits; in the data active means inhibition above about 12%;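 further: human Keap1 Kelch domain with fluorescein labeled Nrf2 9mer peptide probe; 0% = neutral control wells and 100% = peptide positive control; higher means more block of Keap1 binding to Nrf2 peptide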
Target sequence (Q14145 whole entry, looked up, the tested form may be a part): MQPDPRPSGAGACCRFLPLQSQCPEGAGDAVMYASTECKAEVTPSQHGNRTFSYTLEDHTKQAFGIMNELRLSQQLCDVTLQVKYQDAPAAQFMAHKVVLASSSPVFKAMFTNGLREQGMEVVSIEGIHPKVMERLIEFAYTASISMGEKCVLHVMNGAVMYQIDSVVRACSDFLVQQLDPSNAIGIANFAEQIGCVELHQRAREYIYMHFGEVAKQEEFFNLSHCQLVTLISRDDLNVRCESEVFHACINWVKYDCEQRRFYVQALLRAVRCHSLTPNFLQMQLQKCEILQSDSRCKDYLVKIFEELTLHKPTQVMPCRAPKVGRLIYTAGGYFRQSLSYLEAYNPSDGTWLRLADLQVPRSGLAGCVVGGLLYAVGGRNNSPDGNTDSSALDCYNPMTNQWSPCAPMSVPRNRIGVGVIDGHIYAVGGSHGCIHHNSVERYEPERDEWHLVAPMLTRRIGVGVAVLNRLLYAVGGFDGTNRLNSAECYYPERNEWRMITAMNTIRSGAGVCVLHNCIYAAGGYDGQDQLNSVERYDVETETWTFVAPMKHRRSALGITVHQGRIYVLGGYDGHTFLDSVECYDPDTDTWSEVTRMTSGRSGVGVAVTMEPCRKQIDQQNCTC
CAL-PDZ inh HTS: inhibitors of human CAL PDZ peptide binding; Q9HD26; purified CAL PDZ, TMR-peptide fluorescence polarization, 1 h; inhibition, % at 24.9 µM; 300,000 compounds, 0.92% hits; AID 602252;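 active means mean inhibition of at least 30% with at least half of replicates also reaching 30%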;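 further: 0% = DMSO neutral control and 100% = excess unlabeled competitor peptide PRC23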
OPRM1-OPRD1 ag: agonists of human mu-delta opioid receptor heterodimerization; activation, % at 9.3 µM; AID 504326; P35372+P41143; cells, OPRM1-OPRD1 heterodimerization, luminescence; 340,000 compounds, 0.3% hits; in the data active means activation above about 18%;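 further: 0% = vehicle-treated cells and 100% = reference agonist; values of inactives mirror those of a sister screen read the other way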
OPRM1-OPRD1 inv: inverse agonists of human mu-delta opioid receptor heterodimerization | P35372+P41143 | cell-based MOR-DOR heterodimer luminescence, inverse agonism | inhibition, % at 9.3 µM | 340,000 compounds, 0.21% hits | AID 504357; in the data active means inhibition above about 22%, passing the limit was not always enough;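 further: 0% = cells with DMSO and 100% = wells without cells with DMSO; values of inactives mirror those of a sister screen read the other way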
LANA DNA inh: inhibitors of KSHV LANA C-terminal domain DNA binding | MBP-C-LANA/FAM-LBS DNA binding, fluorescence polarization | inhibition, % at 9 µM | 340,000 compounds, 0.078% hits | AID 504423;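 active means highest replicate inhibition at or above 60% at 9 µM, even if other replicates fall short; inactive means all replicates below 60% inhibition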;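 further: 0% = neutral control wells and 100% = 4 µM acridine orange control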
HTR5A ag ctr: activates human HTR5A in OPRM1-OPRD1 agonist counter-screen; P47898; activation, % at 9.3 µM; HTR5A agonist assay, luminescence, cell-based; 340,000 compounds, 0.61% hits; in the data active means activation mostly above about 9.5%, no sharp cut-off; inactive means mostly below about 7.6%;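 further: 0% = cells with vehicle only and 100% = reference agonist; strong numbers were not always called active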
Target sequence (P47898 whole entry, looked up): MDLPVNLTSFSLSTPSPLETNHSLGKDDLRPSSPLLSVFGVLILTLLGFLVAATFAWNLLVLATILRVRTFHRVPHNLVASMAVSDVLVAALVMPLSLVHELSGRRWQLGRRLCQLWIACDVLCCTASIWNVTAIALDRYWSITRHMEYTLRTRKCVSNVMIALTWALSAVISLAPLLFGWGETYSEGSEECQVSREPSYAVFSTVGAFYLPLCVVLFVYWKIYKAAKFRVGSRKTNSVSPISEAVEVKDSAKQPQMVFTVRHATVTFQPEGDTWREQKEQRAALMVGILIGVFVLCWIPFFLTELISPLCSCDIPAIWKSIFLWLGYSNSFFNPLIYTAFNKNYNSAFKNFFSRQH
V-ATPase pHluor: yeast V-ATPase proton transport regulation by pHLuorin. S. cerevisiae, pHLuorin cytosolic pH fluorescence. response, % at 10 µM. 350,000 compounds, 0.37% hits; in the data active means response mostly above about 7.3%, no sharp cut-off; inactive means mostly below about 5.4%; further: actives read high; inactives centre near 0; some compounds called inactive have numbers as strong as hits; reference of the scale not given here
Cardiac RTF inh: cardiac RTF calcium desensitization | P19429+P45379 | IANBD-labeled cardiac RTF, Ca2+ fluorescence | inhibition, % at 7.15 µM | 340,000 compounds, 0.12% hits | AID 493244;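 active means inhibition above the mean inhibition of all tested compounds plus 3 SD, cut at about 17% in these data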;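 further: assay run at fixed EC70 calcium of 1.6 mM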
HTR5A inv ag: counter-screen for OPRM1-OPRD1 inverse agonists: human HTR5A inverse agonism | HTR5A cell line, luminescence | inhibition, % at 9.3 µM | 340,000 compounds, 0.083% hits; in the data active means inhibition mostly above about 23%, no sharp cut-off; inactive means mostly below about 18%;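 further: 0% = cells with DMSO and 100% = no-cell wells with DMSO; some compounds called inactive have numbers as strong as hits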
RTF Ca sens act: cardiac RTF calcium sensitization | IANBD-labeled TnC RTF fluorescence at EC20 calcium; 0% EC20 calcium, 100% full calcium | activation, % at 7.2 µM | 340,000 compounds, 0.24% hits | AID 493008;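 active means activation above the mean over all tested compounds plus 3 SD, cut at about 30% in these data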;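 further: rise in fluorescence read as greater calcium sensitivity of cardiac thin filaments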
An asterisk follows results filed as active; · = no result given.

#1 CCOc1ccc2c(c1)c(=O)c(S(=O)(=O)c1ccc(C)cc1)cn2CC
#2 CC(C)CC(=O)Nc1c2c(nn1-c1ccc(F)cc1)CSC2
#3 Cn1c(N)c(C(=O)NCc2ccccc2Cl)sc1=S
#4 COc1ccc(C(=O)O)cc1S(=O)(=O)NC1CCN(Cc2ccccc2)CC1
#5 O=C(Nc1nc(-c2ccc(F)cc2)cs1)C1CCN(C(=O)c2ccc(F)cc2)CC1
#6 Cc1ccccc1C(=O)N1CCN(c2ccc(NC(=O)CSc3ccc(Cl)cc3)cc2)CC1
#7 CCOc1ccc(C(c2c(C)[nH][nH]c2=O)c2c(C)[nH][nH]c2=O)cc1OC
#8 O=C(COC(=O)c1ccc(Cl)nc1)NCc1cccs1

Assay by compound,1,2,3,4,5,6,7,8
Keap1-Nrf2 PPI,-2.5,-2.8,3.0,0.2,1.9,-0.6,-4.7,0.8
CAL-PDZ inh HTS,·,·,-1.7,-4.0,-4.6,-4.1,·,·
OPRM1-OPRD1 ag,-0.6,-1.0,-3.0,-2.3,3.0,1.4,-1.0,-0.9
OPRM1-OPRD1 inv,2.9,5.3,13.4,12.2,-19.6,-7.7,5.5,4.6
LANA DNA inh,-1.6,0.4,-0.4,2.1,-1.7,1.0,0.2,-2.4
HTR5A ag ctr,-4.1,0.7,-1.6,1.1,7.2,-0.4,1.6,2.0
V-ATPase pHluor,-1.0,3.4,1.8,-2.1,-0.6,0.2,5.5,-3.2
Cardiac RTF inh,-3.7,-1.6,3.2,4.7,-13.6,-8.0,-3.2,-11.9
HTR5A inv ag,24.8,-1.8,-0.7,-4.3,-21.8,-18.1,-5.7,-11.2
RTF Ca sens act,0.1,0.9,-2.4,-3.8,2.3,-0.1,1.8,0.5

#9 Nc1ccccc1-c1ccn[nH]1
#10 CCOc1ccccc1NC(=O)C(NCC1CCCCC1)c1ccccc1 (stereo not drawn)
#11 O=C(CSC1=NS(=O)(=O)c2ccccc2N1)N1CCCCC1
#12 COc1ccc(C(=O)OCC(=O)N2CCCCC2)cc1[N+](=O)[O-]
#13 CCC(=O)Nc1c(-c2cccs2)c(=O)c2ccccc2n1C
#14 Cc1cccc(OCC(=O)NCc2n[nH]c(=O)c3ccccc23)c1
#15 COc1ccc(-c2nc3ccccc3c(=O)n2NC(=O)Cc2ccccc2)cc1
#16 Cc1[nH]c2ccccc2c1C(=O)CN1C(=O)C(=O)N(C2CCCC2)C1=O

Assay by compound,9,10,11,12,13,14,15,16
Keap1-Nrf2 PPI,-1.3,-2.1,-4.9,-3.0,0.5,1.3,-7.7,6.2
CAL-PDZ inh HTS,-3.7,·,-0.6,·,-1.3,-8.9,-4.5,1.5
OPRM1-OPRD1 ag,-2.3,0.9,0.6,-0.9,-2.1,-1.1,-0.6,1.0
OPRM1-OPRD1 inv,11.0,-4.8,-4.1,4.8,10.8,6.7,3.3,-5.4
LANA DNA inh,-2.1,-0.3,-0.4,-0.1,-0.2,-0.9,1.6,-0.1
HTR5A ag ctr,-4.0,2.9,-0.1,2.7,-1.6,6.3,2.1,-1.0
V-ATPase pHluor,-2.4,-1.0,4.2,0.2,-0.6,-4.5,9.8*,-2.5
Cardiac RTF inh,-1.1,1.6,-8.0,6.5,-13.3,-11.8,-3.0,-0.1
HTR5A inv ag,15.7,-7.1,5.7,-6.7,11.1,-17.2,-17.7,2.8
RTF Ca sens act,1.8,3.4,26.2,0.6,1.1,-0.5,-0.7,0.4

Entries by screen from the entries so far:
HTR5A inv ag, entries 10–15 → -7.1, 5.7, -6.7, 11.1, -17.2, -17.7

(further entries)
#17 O=C(O)/C=C/c1nc(-c2ccccc2)n2ccccc12
#18 Cc1ccc(OCC(=O)Nc2ccccc2[N+](=O)[O-])c(Br)c1
#19 COc1ccc2nc(NC(=O)c3ccccc3C(=O)O)sc2c1
#20 CC(=O)c1ccc(-n2c(CCC(=O)O)ccc2-c2ccccc2)cc1
#21 CCOC(=O)Cn1nc(C)c([N+](=O)[O-])c1C
#22 CCOCCCNC(=S)N1CCCN(c2nc3cc(C)cc(C)c3cc2C#N)CC1
#23 CCOC(=O)C1=C(C)OC(N)=C(C#N)C1c1cc2c(cc1[N+](=O)[O-])OCO2 (stereo not drawn)
#24 COc1ccc(C)cc1S(=O)(=O)N1CCCC(N2CCOCC2)C1 (stereo not drawn)

Assay by compound,17,18,19,20,21,22,23,24
Keap1-Nrf2 PPI,-1.2,-2.3,4.3,1.3,-2.9,-4.9,-2.6,-4.7
CAL-PDZ inh HTS,-2.7,-2.1,-2.1,6.5,-4.5,-5.8,-1.4,·
OPRM1-OPRD1 ag,-0.7,4.9,-2.0,0.7,-1.0,-1.1,3.3,-1.4
OPRM1-OPRD1 inv,4.0,-23.9,11.4,-3.6,4.6,5.8,-23.5,7.2
LANA DNA inh,4.8,0.1,1.1,-1.3,-2.3,0.5,3.2,3.4
HTR5A ag ctr,2.9,-6.1,-0.9,2.3,-2.5,-5.5,2.0,-2.8
V-ATPase pHluor,1.4,0.8,-1.4,2.6,8.0,0.2,0.6,-1.7
Cardiac RTF inh,7.0,8.4,-0.4,-5.8,-4.6,-14.6,-1.6,-3.2
HTR5A inv ag,23.5,-20.4,3.7,-8.7,6.8,15.3,-5.5,14.7
RTF Ca sens act,1.0,0.9,-7.7,-7.2,2.5,9.5,7.0,3.1

#25 CC(C)(C)c1ccc(Oc2ccc(NC(=O)C3CC=CCC3C(=O)O)cc2)cc1 (stereo not drawn)
#26 CC(=O)Nc1ccc(C2NC(=S)N(c3ccccc3C(F)(F)F)C(C)=C2C(=O)N2CCOCC2)cc1 (stereo not drawn)
#27 COc1ccccc1-c1nnc(SCC(=O)O)n1C
#28 Cc1ccccc1S(=O)(=O)Cc1ccc(C(=O)NC2CCCCC2C)o1 (stereo not drawn)
#29 C[C@H](CO)N1C[C@H](C)[C@@H](CN(C)S(=O)(=O)c2ccccc2)Oc2c(NC(=O)Nc3ccccc3)cccc2C1=O
#30 COc1ccc(/C=N/NC(=O)CNC(=O)c2ccc(S(=O)(=O)N3CCOCC3)cc2)cc1OC
#31 COc1cc(/C=N/n2c(C3CCCCC3)n[nH]c2=S)cc(Br)c1O
#32 COc1ccc(S(=O)(=O)N2CCOCC2)cc1NC(=O)CCc1nc2ccccc2c(=O)[nH]1

Assay by compound,25,26,27,28,29,30,31,32
Keap1-Nrf2 PPI,-2.7,-4.5,-3.3,0.6,-1.4,-2.3,-2.2,-3.9
CAL-PDZ inh HTS,-4.0,2.0,-2.4,-0.6,-7.0,-6.0,-7.3,-2.8
OPRM1-OPRD1 ag,0.0,0.1,-0.9,-1.6,-4.1,-2.6,1.3,-2.5
OPRM1-OPRD1 inv,0.1,-0.3,5.0,7.8,19.1,13.8,-6.0,12.6
LANA DNA inh,0.4,1.4,-0.3,0.6,-0.5,-3.0,·,1.6
HTR5A ag ctr,-0.6,-2.8,-0.6,-0.8,0.8,-0.8,-3.1,5.0
V-ATPase pHluor,-1.6,-0.9,3.0,1.8,0.0,-0.5,3.7,-5.8
Cardiac RTF inh,-0.6,-2.9,0.6,-2.3,3.0,3.7,-1.4,2.2
HTR5A inv ag,-0.6,-6.7,-15.4,-2.8,-3.2,-47.3,12.0,-12.0
RTF Ca sens act,-6.0,7.0,1.0,3.0,-1.6,4.1,-8.9,-1.5

#33 Cc1ccc(Cn2ccsc2=NC(=O)CCl)cc1
#34 CCOc1ccc(-n2cc(C(=O)NCc3ccco3)c3cc(OC)c(OC)cc3c2=O)cc1
#35 O=C1CCN1C1(C(=O)NC2CCCCC2)CCCC1
#36 Cc1nc2ccccc2c(=O)n1CCN1CCOCC1
#37 C=CCc1ccccc1OCC(O)CN1CCN(C(=O)OCC)CC1 (stereo not drawn)
#38 C/C=C/c1ccc(OCCCNC2CCCC2)c(OC)c1
#39 CCOc1cc(-c2nc(-c3ccc(OC)cc3)no2)cc(OCC)c1OCC
#40 COc1ccc(CCNC(=O)CSc2nc(=O)n3cc(C)ccc3n2)cc1OC

Assay by compound,33,34,35,36,37,38,39,40
Keap1-Nrf2 PPI,-4.3,-2.7,2.6,-1.7,-3.5,-3.8,-8.3,4.8
CAL-PDZ inh HTS,-4.2,-2.4,-0.7,2.7,-1.7,·,-0.2,-2.2
OPRM1-OPRD1 ag,59.1*,-1.2,-0.1,-3.0,-0.8,-2.0,-2.6,-1.9
OPRM1-OPRD1 inv,-294.1,6.0,0.5,13.9,4.2,11.0,14.6,10.1
LANA DNA inh,1.3,-2.1,0.5,-1.1,-1.2,-3.6,-0.2,1.1
HTR5A ag ctr,92.5*,3.4,-1.2,1.4,-2.0,-3.4,13.7,-2.3
V-ATPase pHluor,-0.2,1.9,0.7,0.4,0.7,3.3,2.8,-1.2
Cardiac RTF inh,-18.6,-1.0,-20.8,-8.7,-2.3,-1.4,-0.4,-2.0
HTR5A inv ag,-46.0,11.8,4.8,8.2,5.1,12.1,-34.9,6.2
RTF Ca sens act,-2.3,-4.1,19.2,4.1,-1.8,-1.8,3.6,7.3

Profiles, looked up by structure. Screens in order: Keap1-Nrf2 PPI	CAL-PDZ inh HTS	OPRM1-OPRD1 ag	OPRM1-OPRD1 inv	LANA DNA inh	HTR5A ag ctr	V-ATPase pHluor	Cardiac RTF inh	HTR5A inv ag	RTF Ca sens act
CCOc1ccc(C(c2c(C)[nH][nH]c2=O)c2c(C)[nH][nH]c2=O)cc1OC in the list: -4.7	·	-1.0	5.5	0.2	1.6	5.5	-3.2	-5.7	1.8
COc1ccc(-c2nc3ccccc3c(=O)n2NC(=O)Cc2ccccc2)cc1 in the list: -7.7	-4.5	-0.6	3.3	1.6	2.1	9.8*	-3.0	-17.7	-0.7
CCOc1cc(-c2nc(-c3ccc(OC)cc3)no2)cc(OCC)c1OCC in the list: -8.3	-0.2	-2.6	14.6	-0.2	13.7	2.8	-0.4	-34.9	3.6

(next part)
#41 CCOc1cc(/C=N/NC(N)=S)cc(Br)c1OCc1ccccc1C
#42 O=[N+]([O-])c1ccc(-c2c(O)c3ccccc3c3nc4ccccc4nc23)cc1
#43 CCCC(c1nnnn1Cc1cccs1)N1CCN(C2CCCC2)CC1 (stereo not drawn)
#44 C=CCNC(=S)N1CCN(CCN=CC2=C(O)CC(c3ccc(Cl)cc3)CC2=O)CC1 (stereo not drawn)
#45 CCOC(=O)C(N)CSC1CC(=O)N(c2ccc(OCC)cc2)C1=O (stereo not drawn)
#46 c1coc(-c2nnc3sc(C4CCCCC4)nn23)c1
#47 CCCCN(CC)CCCNC(=O)c1ccc2c(c1)N(CC)C(=O)c1ccccc1S2(=O)=O

Assay by compound,41,42,43,44,45,46,47
Keap1-Nrf2 PPI,5.9,-2.5,-1.4,-3.5,0.3,-4.1,1.4
CAL-PDZ inh HTS,0.3,-2.4,-7.4,-5.2,2.9,-1.1,1.6
OPRM1-OPRD1 ag,2.2,-4.7,-0.8,0.7,-3.8,0.4,-2.8
OPRM1-OPRD1 inv,-13.7,23.8,4.8,-3.5,17.6,-2.2,13.1
LANA DNA inh,1.8,0.2,-1.5,1.5,1.1,-0.9,-0.9
HTR5A ag ctr,9.9,-4.3,1.8,-3.1,-2.6,-1.0,3.8
V-ATPase pHluor,3.5,-1.4,2.3,-1.6,-4.7,1.9,3.3
Cardiac RTF inh,2.7,11.8,-0.8,4.0,-0.5,-7.9,1.3
HTR5A inv ag,-20.7,11.3,-9.6,8.7,9.6,-15.5,-13.4
RTF Ca sens act,-5.3,0.2,2.3,1.4,-2.1,1.6,3.2

From PubChem BioAssay
